Compound activity (PubChem)
Cav32 inh: inhibitors of human Cav3.2 T-type calcium channel | O95180 | Cav3.2-expressing cells, Fluo-4 calcium fluorescence FDSS; hits give low values | B-score at 10 µM | 4% of 100,000 active;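 active means single-dose well whose peak fluorescence ratio is a statistical outlier from its plate by either plate-standardised score or position-corrected B-score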
Numbers without * were called inactive. Not all compounds are listed; rates above refer to the full screens.

SMILES | Cav32 inh
CCCCC1=NC2(CCCC2)C(=O)N1Cc1ccc(-c2ccccc2-c2nn[nH]n2)cc1 | -0.69
COc1ccc(/C(N)=N/OC(=O)c2cccc([N+](=O)[O-])c2)cc1OC | 0.17
CC(C)Oc1ccc(CNC(=S)N/N=C/c2ccc([N+](=O)[O-])cc2)cc1 | 0.45
C#CCOCCOCCOCCNc1nc(N2CCN(C(=O)[C@H](CCCCN)n3cc(C(N)CC(C)C)nn3)CC2)nc(N2CCN(C(=O)[C@H](CCC(=O)O)n3cc(C(N)[C@H](C)CC)nn3)CC2)n1 (stereo partly specified) | 0.011
O=C1CC(N2CCN(c3cccc(C(F)(F)F)c3)CC2)C(=O)N1c1ccc(F)cc1 (stereo unspecified) | -0.56
CCn1nc(C)c(/C=N/NC(=O)c2ccoc2C)c1C | 1.3
CCOc1ccc2[nH]c(=O)c(CN(CCCO)C(C)=O)cc2c1 | 0.26
Cn1c(SCC(=O)Nc2cccc(NC(=O)c3cccs3)c2)nnc1-c1ccncc1 | 1.6
CCCNC(=O)c1ccccc1NS(=O)(=O)c1ccc(OC)c(OC)c1 | -0.77
CC(C)OC(=O)Cn1cnc2ccc(Br)cc2c1=O | -1.5
COc1ccc(-c2csc(N3CCN(Cc4ccc5c(c4)OCO5)CC3)n2)cc1 | -0.45
O=C(c1cccs1)N1CCN(C(=O)C(c2ccccc2)c2ccccc2)CC1 | -0.7
CC(C)C(c1nnnn1C1CCCC1)N1CCN(c2ccccc2F)CC1 (stereo unspecified) | -2.8
CCO[C@@H]1OC(C(N)=O)=C[C@H](C2CC2)[C@H]1CCCO | 0.55
O=C1NC2(CCCCC2)N=C1c1ccccc1 | 1.5
CCCC(=O)N1c2ccccc2[C@@H](N(C(C)=O)c2ccccc2)C[C@H]1C | 0.069
Cc1onc(-c2ccccc2)c1C(=O)Nc1ccc(S(=O)(=O)NC2=NCCCCC2)cc1 | -0.26
C#CCOC(=O)CCCNc1ccc([N+](=O)[O-])cc1[N+](=O)[O-] | -1.3
O=c1[nH]c(N2CCOCC2)cc2ccccc12 | 0.45
COC(=O)c1ccc(Oc2nc(Nc3ccc(F)cc3)nc(N3CCCC3)n2)cc1 | -0.034
O=C(NC1CCCCC1)C(c1ccccc1)N(Cc1ccco1)C(=O)Cn1cnc2ccccc21 (stereo unspecified) | -5.9*
COc1ccc(C(=O)Nc2ccc3[nH]c(-c4cccc(OC)c4)cc(=O)c3c2)cc1 | -1.8
O=C(CCCCCN1C(=O)c2ccccc2C1=O)Nc1ccc(S(=O)(=O)N2CCCCC2)cc1 | -1.7
O=C(O[C@@H]1OC2COC(=O)c3cc(O)c(O)c(O)c3-c3c(cc(O)c(O)c3O)C(=O)O[C@@H]([C@H]1O)[C@@H]2O)c1cc(O)c(O)c(O)c1 | -0.68
CCCCN(C)C(=O)c1ccc(CS(=O)(=O)c2ccccc2C)o1 | 0.17
Next results.
SMILES | Cav32 inh
O=C(Cc1cccs1)Nc1nnc(SCC(=O)N2CCCCC2)s1 | 0.056
COc1ccc(-c2nnc3sc(-c4ccco4)nn23)cc1OC | 0.85
O=C(c1csc2ccccc12)N1CCN(c2ccc(Cl)c(Cl)c2)CC1 | -0.15
CCNC(=O)C1CCN(S(=O)(=O)c2ccc(F)cc2)CC1 | 0.78
CSCCC(NS(=O)(=O)c1ccc(Cl)cc1)C(=O)OCC(=O)N1CCOCC1 (stereo unspecified) | 1.5
O=C(c1ccccc1S(=O)(=O)NCc1ccccc1)N1CCCCC1 | -1.2
c1ccc2c(CCNc3ncnc4nc[nH]c34)cccc2c1 | 0.31
Cc1ccccc1Nc1nnc(C)c(=O)n1N | 0.28
O=C(NC1CCCCCC1)C1CCCN(S(=O)(=O)c2cccs2)C1 (stereo unspecified) | 0.41
CCc1nc2ccccc2c(C(=O)OCC(=O)Nc2cccc(S(=O)(=O)N3CCOCC3)c2)c1C | -1.4
CCOC(=O)N1CCN(CCC(=O)Nc2ccc(OC(F)(F)F)cc2)CC1 | -0.0083
CC(=O)c1cc2c(cc1NC(=O)CSc1nnc(C)s1)OCO2 | -0.026
O=C(Cc1ccc(Cl)cc1)Nc1ccccc1CO | -0.15
O=C(O)CP(=O)(O)O | 0.067
CCOC(=O)c1ccc(N2Cc3ccccc3C2)cc1O | -1.5
O=C(CCCn1c(=S)[nH]c2ccccc2c1=O)N1CCCCC1 | -0.0064
O=C(CN1CCC(n2nnc3cc(F)ccc32)CC1)NCCc1ccccc1 | 1.2
CCOC(=O)C(C)Sc1ncnc2c1nnn2-c1ccc(F)cc1 (stereo unspecified) | -1.7
Cc1cc(C(=O)COC(=O)Cn2cnc3c2c(=O)n(C)c(=O)n3C)c(C)n1C | -0.04
CCC(Sc1nnnn1-c1ccccc1)C(=O)Nc1nc2ccccc2s1 (stereo unspecified) | -6.7*
O=C(CN(Cc1ccco1)C(=O)c1cc(=O)[nH]c2ccccc12)Nc1ccccc1Br | 0.52
Cn1ncc(Br)c1C(=O)OCC(=O)Nc1nc(-c2ccccc2)cs1 | -1.6
Cc1noc(C)c1C(=O)N1CCN(Cc2ccccc2)CC1 | 0.49
Cc1ccc2c(Cl)c(C(=O)Nc3cc(C)on3)sc2c1 | -0.18
COc1ccc(-c2cc(C(=O)Nc3nc4c(C)cccc4s3)c3ccccc3n2)cc1OC | -0.57
(more compounds)
SMILES | Cav32 inh
O=C(CCn1nc(-c2ccc(Cl)cc2)c2ccccc2c1=O)NCCN1CCOCC1 | 0.72
COc1ccc(-c2csc(N3CCC(c4ccccc4)C3)n2)cc1 (stereo unspecified) | -0.38
CCC(Sc1nnnn1-c1ccccc1)C(=O)NC(C)c1ccccc1 (stereo unspecified) | -4.9*
O=C1c2ccccc2S(=O)(=O)c2cc(C(=O)N3CCN(c4c(Cl)cncc4Cl)CC3)ccc21 | -0.023
Cc1ccc2c(c1)c(C)c(C)n2CC(O)Cn1nc(C)c(Br)c1C (stereo unspecified) | -3.3
Fc1ccc(/C=N/n2c(-c3cccs3)n[nH]c2=S)cc1 | -0.27
CS(=O)(=O)N(CC(=O)N1CCCCC1)c1ccc(Cl)c(C(F)(F)F)c1 | -0.32
Cc1nc(NS(=O)(=O)c2ccccc2C)c2c3c(sc2n1)CCC3 | -3.3
CCCN1/C(=C(/C#N)C2=NS(=O)(=O)c3ccccc32)N(C)c2ccccc21 | 0.31
O=C1Nc2ccc(F)cc2C12Nc1ccccc1-c1nnc(SCc3ccccc3)nc1O2 (stereo unspecified) | -0.17
Cc1oc2c(C)c3oc(=O)c4c(c3cc2c1C)CCC4 | -2.1
COc1ccc(NC(=O)c2ccccc2C)c(OC)c1 | -0.59
CC(C)OC(=O)CSc1ncnc2c1cnn2Cc1ccccc1 | -1
CC(C)(C)n1nc2c(c1NC(=O)Cc1cccs1)CSC2 | -1.5
CCCSC1=C(C#N)C(c2ccccc2C)CC(=O)N1 (stereo unspecified) | 0.45
COc1cc(OC)nc(Oc2ccccc2C(=O)Oc2ccc(F)cc2Cl)n1 | -1.5
Cc1ccc(NC(=O)CNc2ccc(OC(C)C)cc2)cc1 | -0.46
COC(=O)c1c(NC(=O)c2ccc(C)c(S(=O)(=O)Nc3ccccc3C)c2)sc2c1CCCC2 | -1.2
CCCCC1=CC2=C(c3ccco3)C(=O)C(C)(OC(=O)c3ccc(OC)cc3)C(=O)C2=CN1CCCN(CC)CC (stereo unspecified) | 0.082
Cc1ccccc1NC(=O)NCCCN1CCN(c2ccccc2)CC1 | 1.8
O=C(Nc1ccc(Cl)cc1)N(Cc1cccs1)Cc1cccs1 | -0.035
CCC(=O)Nc1nc2ccccc2n1Cc1ccc(C)cc1 | -0.61
CC1=C(C)CC2C(=O)N(Cc3ccccc3)C(=O)C2C1 (stereo unspecified) | 0.036
CC1CCCCN1CCNC(=O)C1CCN(S(=O)(=O)c2cccc3cccnc23)CC1 (stereo unspecified) | 0.46
CCOc1ccc(C(=O)Nc2nncs2)cc1OCC | 1.4
Next part.
SMILES | Cav32 inh
CCc1cc2c(=O)c(-c3nc4ccccc4n3C)c(C)oc2c(CN(CC)CC)c1O | 0.75
Cc1ccc2c(c1)[C@@H]1CN(C)CC[C@@H]1N2S(=O)(=O)c1ccc([N+](=O)[O-])cc1 | 1
CCOc1cc(C(N)=O)cc(OCC)c1OCC | 0.11
CCOC(=O)C1CCN(CC(O)COc2ccc(C(C)(C)CC)cc2)CC1 (stereo unspecified) | -1.5
O=C(c1cccc(F)c1)N1C2C=CC(C2)C1(C(F)(F)F)C(F)(F)F (stereo unspecified) | 0.24
COc1ccc(-n2c(CNC(=O)c3cc(OC)c(OC)c(OC)c3)n[nH]c2=S)cc1 | -0.9
COc1ccc(-c2coc3cc(O)ccc3c2=O)cc1 | -0.28
COc1ccc(OC)c(C2=NOC(C(=O)Nc3c(C)n(C)n(-c4ccccc4)c3=O)C2)c1 (stereo unspecified) | 0.048
O=c1oc2cc(O)ccc2c2c1CCCC2 | 0.47
O=C(CC1OC(=O)c2ccccc21)c1ccco1 (stereo unspecified) | 0.034
O=C(Nc1nnc(C2CCCCC2)s1)c1ccco1 | -0.37
Cc1nonc1NC(=O)OC1CCCCC1 | 0.82
COc1cc2nc(C3CCC3)n(NC(=O)COc3ccccc3)c(=O)c2cc1OC | -0.003
CCNC(=S)N/N=C/c1cccs1 | 0.44
CS(=O)(=O)N(CC(=O)N1CCN(Cc2ccc3c(c2)OCO3)CC1)Cc1ccc(Cl)cc1 | -1.4
Cc1cc(C)n2nc(SCc3nnc(SCc4ccccc4Cl)s3)nc2n1 | -0.079
Cc1cc(N2CCN(C(=O)c3ccco3)CC2)n2ncnc2n1 | 0.55
Cc1csc(NC(=O)c2cc3c(s2)CCC3)n1 | -1.3
CN(C)C(=O)N1CCC(C(=O)NC2CCCCCCC2)CC1 | -0.45
CCCCSc1nc2c(cnn2-c2ccc(C)c(C)c2)c(=O)[nH]1 | 0.055
C=C(C)C1CC=C(CN2CCC(O)CC2)CC1 (stereo unspecified) | 0.2
O=C(CCN1C(=O)/C(=C/c2cccc(Br)c2)SC1=S)NNC(=O)c1cccnc1 | -0.0084
O=c1cc(CN2CCN(c3ccc(F)cc3)CC2)c2cc3c(cc2o1)CCCC3 | 0.11
CCOc1ccc(OCCOCCN2CCOCC2)cc1 | 0.51
Cc1ccc(NC(=O)COC(=O)C2CC2C)c(S(=O)(=O)N2CCCCC2)c1 (stereo unspecified) | -1
More results
SMILES | Cav32 inh
Cc1ccc(N(CC(=O)Nc2cc(Cl)ccc2Oc2ccccc2)S(C)(=O)=O)c(C)c1 | -4
COc1cc2c(cc1NC(=O)c1cccnc1)CCCC2 | 0.21
O=C(CN1CCC(C(=O)c2ccc(F)cc2)CC1)Nc1ccccc1 | -1.3
CCOC(=O)C1Sc2[nH]c(=O)sc2C(c2ccc(Cl)cc2)C1C(=O)OCC (stereo unspecified) | -0.091
COc1ccc(NC(=O)CN2CCN(CC(=O)Nc3ccccc3Cl)CC2)cc1 | 0.69
O=S(=O)(NCCc1ccccc1)c1cccc2nsnc12 | -0.35
CC1(C)CC(=O)C=C(NNC(=O)c2ccccc2O)C1 | 2.5
CC(/C=N\N1CCN(c2ccc(Cl)cc2)CC1)=C\c1ccccc1 | 0.49
O=C(Cn1cnc2c(cnn2-c2ccc(F)cc2)c1=O)N1CCCc2ccccc21 | -2.4
CCCCC(=O)Nc1ccc2c(c1)nc1n2CCSC1 | 0.53
O=C(NCCO)c1ccccc1O | 0.0076
COc1ccc(-c2nn3c(-c4cccc(C)c4)nnc3s2)cc1OC | -0.00039
CCOC(=O)N1CCN(C(=O)NC2CCCCC2)CC1 | 0.32
Cc1nnc(SCC(=O)OC2CC(C)CCC2C(C)C)[nH]c1=O (stereo unspecified) | 0.46
O=C(NCc1cc(C(F)(F)F)cc(C(F)(F)F)c1)C1CC(c2ccc(C(F)(F)F)cc2)=NO1 (stereo unspecified) | -2.5
Cc1ccc(C(=O)NCc2cccs2)cc1S(=O)(=O)N1CCCCC1 | -0.78
Cc1cc2c(c(C)nn2-c2ccccc2)c(=O)o1 | 1.8
CC(C)(C)c1ccc(C2C3=C(CCCC3=O)NC3=C2C(=O)c2ccccc23)cc1 (stereo unspecified) | -0.27
Oc1ccc(Br)cc1/C=N/N1CCN(Cc2ccccc2)CC1 | -1.4
Cc1sc2nc(SCC(=O)NCc3ccco3)[nH]c(=O)c2c1C | -0.05
COc1ccc(NC(=O)Nc2cccc(C(=O)N3CCOCC3)c2)cc1OC | -0.68
COc1ccc(C(=O)CSc2nc(C)cc(=O)[nH]2)cc1 | -0.04
CC(NC(=O)c1ccc(S(=O)(=O)N(C)C)cc1)c1ccccc1 (stereo unspecified) | 0.26
CCn1c(O)c(/C=N/n2cnnc2)sc1=S | 0.82
CCOC(=O)CSc1n[nH]c(NC(=O)c2cccc(C(F)(F)F)c2)n1 | 0.17
Cc1ccc(-c2nn(-c3ccccc3)cc2/C=N/NC(=O)c2ccc3c(c2)OCO3)cc1 | -3.8

In the list so far, these have an aryl thioether with sulfur outside any ring.
SMILES | Cav32 inh
Cn1c(SCC(=O)Nc2cccc(NC(=O)c3cccs3)c2)nnc1-c1ccncc1 | 1.6
O=C(Cc1cccs1)Nc1nnc(SCC(=O)N2CCCCC2)s1 | 0.056
CC(=O)c1cc2c(cc1NC(=O)CSc1nnc(C)s1)OCO2 | -0.026
CCOC(=O)C(C)Sc1ncnc2c1nnn2-c1ccc(F)cc1 (stereo unspecified) | -1.7
CCC(Sc1nnnn1-c1ccccc1)C(=O)Nc1nc2ccccc2s1 (stereo unspecified) | -6.7*
CCC(Sc1nnnn1-c1ccccc1)C(=O)NC(C)c1ccccc1 (stereo unspecified) | -4.9*
O=C1Nc2ccc(F)cc2C12Nc1ccccc1-c1nnc(SCc3ccccc3)nc1O2 (stereo unspecified) | -0.17
CC(C)OC(=O)CSc1ncnc2c1cnn2Cc1ccccc1 | -1
Cc1cc(C)n2nc(SCc3nnc(SCc4ccccc4Cl)s3)nc2n1 | -0.079
CCCCSc1nc2c(cnn2-c2ccc(C)c(C)c2)c(=O)[nH]1 | 0.055
Cc1nnc(SCC(=O)OC2CC(C)CCC2C(C)C)[nH]c1=O (stereo unspecified) | 0.46
Cc1sc2nc(SCC(=O)NCc3ccco3)[nH]c(=O)c2c1C | -0.05
COc1ccc(C(=O)CSc2nc(C)cc(=O)[nH]2)cc1 | -0.04
CCOC(=O)CSc1n[nH]c(NC(=O)c2cccc(C(F)(F)F)c2)n1 | 0.17
